Pol kappa inh: blocks human DNA polymerase kappa activity. purified Pol kappa, fluorescent DNA synthesis assay, 10 min. Potency, µM (doses to about 107 µM), without a hit: top-dose activity, negative = inhibition, usual class: inhibitors. hit rate 0.53% among 400,000; further: on the % scale 0 is the no-effect control and ±100 the full control effect
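Kinetic fluorescence screen: compound preincubated 15 min RT with 10 nM enzyme; 50 nM substrate (final) initiates; reads at 0/10 min.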
Pol eta inh: inhibitors of human DNA polymerase eta | recombinant Pol eta, fluorescent DNA replication assay | Potency, µM (doses to about 114 µM), without a hit: at the top dose activity change, negative = inhibition, actives largely listed as inhibitors | hit rate 1.2% among 390,000; further: on the % scale 0 is the no-effect control and ±100 the full control effect
Target sequence (Q9Y253 whole entry, looked up): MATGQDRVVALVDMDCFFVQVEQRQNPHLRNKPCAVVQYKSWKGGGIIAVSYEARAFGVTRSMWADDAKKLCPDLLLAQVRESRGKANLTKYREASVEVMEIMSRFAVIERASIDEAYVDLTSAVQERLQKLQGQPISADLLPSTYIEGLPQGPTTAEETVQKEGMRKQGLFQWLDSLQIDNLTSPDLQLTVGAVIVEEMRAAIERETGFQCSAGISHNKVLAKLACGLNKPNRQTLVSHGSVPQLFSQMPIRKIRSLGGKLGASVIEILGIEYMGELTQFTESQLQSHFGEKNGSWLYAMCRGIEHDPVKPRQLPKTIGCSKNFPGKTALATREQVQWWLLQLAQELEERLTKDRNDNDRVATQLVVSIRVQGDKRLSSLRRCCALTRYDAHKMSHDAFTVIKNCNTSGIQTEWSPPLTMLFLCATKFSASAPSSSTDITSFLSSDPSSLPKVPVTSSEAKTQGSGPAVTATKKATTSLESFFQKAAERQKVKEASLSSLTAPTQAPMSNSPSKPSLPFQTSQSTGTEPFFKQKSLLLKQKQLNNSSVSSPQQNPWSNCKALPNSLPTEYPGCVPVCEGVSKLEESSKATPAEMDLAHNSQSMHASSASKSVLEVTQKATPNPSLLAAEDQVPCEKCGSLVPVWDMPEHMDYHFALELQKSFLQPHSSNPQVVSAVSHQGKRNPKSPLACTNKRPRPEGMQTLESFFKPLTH
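Fluorescent replication assay: 50 nM final substrate added after a 15 min room-temperature compound preincubation with 10 nM enzyme. Signal taken at 0 min and again at 10 min.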
BLM inh: blocks DNA unwinding by human BLM helicase; recombinant BLM DNA unwinding, fluorescence dequenching; Potency, µM (highest dose often 56.1 µM), for inactives: at the top dose activity change, negative = inhibition, usual class: inhibitors; P54132; hit rate 0.2% among 350,000;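 further: plate controls were vehicle for no effect and no enzyme for full effect; nearly all actives have a fitted effect of over 35% in size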
POLB inh: inhibitors of human DNA polymerase beta | Pol beta primer extension/strand displacement, fluorescence kinetic | hit rate 1.3% among 340,000 | AID 485314 | P06746 | Potency, µM (doses to about 114 µM), inactives show top-dose activity change, negative = inhibition, actives largely listed as inhibitors; further: on the % scale 0 is the no-effect control and ±100 the full control effect
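Pol beta (10 nM) was preincubated with compound for 15 min at room temperature. The reaction was then started with 50 nM substrate and read immediately and after a further 10 min at room temperature.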
Anesthetic bind: candidate novel general anesthetic via apoferritin binding. P02791. apoferritin/1-aminoanthracene competitive binding, fluorescence. Potency, µM (titrated, usually from 77.5 µM), for the others: top-dose activity change, negative = displacement, usual class: inhibitors. hit rate 0.074% among 350,000. AID 485281; further: on the % scale 0 is the no-effect control and ±100 the full control effect; nearly all actives have a fitted effect of over 20% in size
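Read-out: endpoint 1-AMA fluorescence, excitation 380 nm and emission 535 nm, after compounds sit 10 min at room temperature with 10 uM horse-spleen apoferritin in 50% saturated 1-AMA/PBS. Values come from four-parameter Hill fits.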
Pol iota inh: blocks human DNA polymerase iota activity. Q9UNA4. Pol iota fluorescent replication assay, 10 min. Potency, µM (titrated, usually from 115 µM), without a hit: at the top dose activity, negative = inhibition, most hits filed as inhibitors. hit rate 1% among 390,000
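Pol iota at 10 nM preincubated 15 min with compounds at room temperature; reaction started with fluorescent substrate, 50 nM final. Fluorescence read kinetically at 0 and 10 min; buffer-only wells as negative control.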
G9a block: blocks human histone lysine methyltransferase G9a; Q96KQ7; G9a H3K9 monomethylation, AlphaScreen, 2 h; Potency, µM (doses to about 102 µM), for inactives: at the top dose activity, negative = inhibition, usual class: inhibitors; hit rate 8.8% among 350,000; AID 504332; further: on the % scale 0 is the no-effect control and ±100 the full control effect; nearly all actives have a fitted effect of over 75% in size
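Signal arises when biotinylated H3K9 peptide, once monomethylated, bridges streptavidin donor and antibody-captured acceptor beads. Enzyme at 20 nM was preincubated 15 min with test compounds; peptide 500 nM and SAM 20 uM then reacted for 2 h.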
APE1 inh: blocks human APE1 abasic DNA cleavage; P27695; recombinant APE1, TAMRA/BHQ-2 abasic DNA cleavage fluorescence; Potency, µM (titrated, usually from 65.8 µM), without a hit: at the highest dose activity change, negative = inhibition, hits mostly inhibitors; hit rate 0.35% among 350,000; AID 2517;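 further: plate controls were vehicle for no effect and reference inhibitor for full effect; nearly all actives have a fitted effect of over 55% in size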
Target sequence (P27695 whole entry, looked up): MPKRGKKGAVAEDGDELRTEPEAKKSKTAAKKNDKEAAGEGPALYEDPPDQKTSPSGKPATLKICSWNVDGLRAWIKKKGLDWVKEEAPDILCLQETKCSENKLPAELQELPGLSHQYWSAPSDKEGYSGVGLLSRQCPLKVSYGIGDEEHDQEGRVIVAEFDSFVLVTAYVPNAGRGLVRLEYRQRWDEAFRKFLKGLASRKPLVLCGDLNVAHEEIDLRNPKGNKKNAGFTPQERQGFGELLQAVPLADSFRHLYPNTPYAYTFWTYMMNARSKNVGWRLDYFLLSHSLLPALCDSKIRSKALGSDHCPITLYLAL
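Step 1: APE1 (0.75 nM) with compound, 15 min RT. Step 2: add 50 nM fluorophore/quencher THF duplex. Step 3: three fluorescence reads 60 s apart (525/598 nm); read 3 minus read 1 = reaction progress.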
BAZ2B inh: BAZ2B (human) inhibition; hit rate 4.4% among 360,000; Potency, µM (top dose mostly 114 µM), without a hit: at the top dose activity change, negative = inhibition, most hits filed as inhibitors; AlphaScreen BAZ2B-H3K14Ac peptide displacement; Q9UIF8; further: on the % scale 0 is the no-effect control and ±100 the full control effect; nearly all actives have a fitted effect of over 60% in size
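AlphaScreen luminescence quantifies BAZ2B engagement of H3K14Ac peptide; the protein and biotinylated peptide are both at 50 nM final, buffer PBS pH 7.4 with 0.01% Tween-20, all steps at room temperature.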
Starred values were filed as active, the others as inactive; i = inactive; ? = inconclusive; / = not tested or not shown; [ ] = another dose, or the depositor's remark. The call rests on the fitted dose curve; in most records, active means well fitted curve in the direction sought with a large enough effect; inconclusive means small, poorly fitted or top-dose-only effect, or another doubt; inactive means no such curve, though single readings can be large; an effect the other way counts as inactive or inconclusive. Potency means the concentration at half of the fitted maximal effect. Only part of the results is shown; the hit share may differ from the screen's.

APE1 inh | Pol kappa inh | G9a block | BLM inh | Pol iota inh | POLB inh | Pol eta inh | BAZ2B inh | Anesthetic bind | SMILES
11% | 9% | 1% | -4% | 5% | 18% | -21% | 0% | -12% | Cc1ccc(S(=O)(=O)CCN2CCN(c3ccccc3)CC2)cc1
27% | -18% | / | -10% | -6% | / | / | / | 0% | CCc1c2c(nc3ccc4c(c13)OCCO4)-c1nc3ccccc3c(=O)n1C2
7% | 3% | 4% | -4% | -2% | 23% | -19% | -26% | -12% | COc1cc(CC(=O)Nc2nc(-c3ccccc3)c(C(C)=O)s2)cc(OC)c1OC
-15% | -17% | -17% | / | 44%[activator] | / | -7% | 19% | / | COc1ccc(Cl)cc1NC(=O)CN(C)C(=O)CCC(=O)c1cc(C)sc1C
-6% | -4% | 40µM* | -1% | 26% | -19% | -7% | ? | -18% | COC(=O)Cc1c(C)[nH]n(-c2cc(Cl)cc(Cl)c2)c1=O
-8% | 8% | 10%[2.33 µM] | / | 31%[activator] | / | -10% | 2% | / | COc1cc(COC(=O)Oc2ccc(CNC(C)=O)cc2OC)c([N+](=O)[O-])cc1OC
24% | -15% | 35µM* | 0% | 57%[activator] | 9% | -10% | ? | 2% | O=C1C(=O)N(CCN2CCOCC2)C(c2cccc(Cl)c2)/C1=C(\O)c1ccc2c(c1)OCCO2 (configuration not stated)
-5% | -6% | / | -14% | 4% | 8% | -17% | ? | -17% | CN(Cc1ccccc1)c1ccc(C(CC(N)=O)NC(=O)Cc2cccc3ccccc23)cc1[N+](=O)[O-] (configuration not stated)
/ | -20% | ? | -8% | 13% | -3% | -14% | -6%[57.1 µM] | -9% | COc1cc(Cl)c(C)cc1NC(=O)c1cnn(-c2ccc(F)cc2F)c1C1CCN(C(=O)OC(C)(C)C)CC1
6% | -5% | 7% | -3% | -22% | 2% | -7% | 4% | -16% | Cc1nn(-c2ccccc2)c2sc(C(=O)OCC(=O)N3CCCCC3)cc12
/ | -11% | -34%[59 µM] | -9% | 1% | 7% | 2% | -5% | -14% | CCc1cccc(NC(=O)CCc2c(C)nc3c(c2C)c(=O)n(C)c(=O)n3C)c1
-4% | -7% | -12% | -2% | 51%[activator] | -3% | -7% | 0% | -2% | CCCN(CC(=O)Nc1ccc(C(N)=O)cc1)CC(=O)Nc1cc(Cl)ccc1Cl
43% | 3% | ? | -1% | 114%[activator] | 8% | 10% | -20% | -10% | O=C(c1ccc2ccccc2c1)N1CCCC1
-6% | -4% | ? | -3% | ? | ? | 1% | -32% | 5% | O=C(c1ccco1)N1CCN(C(c2ccccc2Cl)c2nnnn2Cc2cccs2)CC1 (configuration not stated)
-7% | 4% | -1% | -4% | 59%[activator] | 48% | -8% | 0% | -13% | CCCC1(c2ccccc2)NC(=O)N(CC(=O)Nc2ccccc2C(F)(F)F)C1=O (configuration not stated)
2% | 8% | -24%[59 µM] | 1% | -11% | 22% | -8% | 30%[activator] | -12% | CCCCNC(=O)c1onc(CCl)c1C(=O)OC
3% | 1% | 2.2µM* | -5% | 22% | -14% | -14% | ? | -3% | Cc1ccccc1N=Nc1c(C)[nH]n(-c2ccccc2)c1=O
4% | -1% | 11%[59 µM] | 3% | 9% | 17% | -8% | -3% | -7% | CCN(CC)CC(=O)Nc1nn(-c2ccccc2)nc1C(N)=O
-2% | -11% | ? | -4% | 0% | 1% | -12% | -2% | -10% | COc1ccc(C(=O)NCC(c2cccnc2)N2CCN(c3ccccc3OC)CC2)cc1OC (configuration not stated)
16% | -11% | 30%[59 µM] | -8% | 88%[activator] | 25% | -1% | ? | 3% | CCOc1ccc(NC(=O)c2ccc(-c3csc(C)n3)cc2)cc1
15% | 0% | 26%[59 µM] | -3% | 4% | 20% | 1% | -6% | -1% | O=C(Nc1nnc(COc2ccc(F)cc2)s1)c1cccs1
3% | -13% | ? | -6% | -10% | 71µM* | -21% | -8% | 2% | COc1cc(C(=O)/C=C/Nc2ccc(NC(C)=O)cc2)cc(OC)c1OC
6% | -13% | / | 1% | 4% | 27% | -17% | -4% | -9% | Cn1c(CNC(=O)c2ccco2)nnc1SCC(=O)c1ccccc1
4% | -1% | ? | / | 40%[activator] | / | -17% | -7% | / | CCOc1ccc(OCCC(=O)OCC(=O)Nc2ccc3c(c2)OCCO3)cc1
-1% | 2% | 3.2µM* | -6% | 54%[activator] | 12% | -6% | 2.8µM* | -13% | CCCN1C(=O)/C(=C2/C=Cc3ccccc3N2CC)SC1=S
/ | -6% | 3%[59 µM] | -2% | 6% | -6% | -11% | -1% | 3% | CC1=C(C(=O)Nc2ccccc2)C(c2cccs2)n2nc(SCc3ccccc3)nc2N1 (configuration not stated)
-38% | -4% | 29% | -5% | 10% | 2% | -18% | -1% | 0% | O=C(Nc1cccc([N+](=O)[O-])c1)Nc1cnccn1
0% | -4% | ? | 0% | -1% | -19% | -15% | 79µM* | 5% | S=C1NC(c2ccccc2)N2C(=S)NC(c3ccccc3)N12 (configuration not stated)
2% | -11% | -16% | -12% | 14% | -1% | -13% | 10% | -22% | FC(F)Sc1ccc(NC(=S)NC2CCCCC2)cc1
-1% | ? | ? | / | ? | / | 10µM* | -36% | / | O=C(COC(=O)COc1ccccc1)Nc1ncc([N+](=O)[O-])s1

Random excerpt: 3 records from the list.
APE1 inh | Pol kappa inh | G9a block | BLM inh | Pol iota inh | POLB inh | Pol eta inh | BAZ2B inh | Anesthetic bind | SMILES
4% | -1% | 11%[59 µM] | 3% | 9% | 17% | -8% | -3% | -7% | CCN(CC)CC(=O)Nc1nn(-c2ccccc2)nc1C(N)=O
24% | -15% | 35µM* | 0% | 57%[activator] | 9% | -10% | ? | 2% | O=C1C(=O)N(CCN2CCOCC2)C(c2cccc(Cl)c2)/C1=C(\O)c1ccc2c(c1)OCCO2 (configuration not stated)
6% | -13% | / | 1% | 4% | 27% | -17% | -4% | -9% | Cn1c(CNC(=O)c2ccco2)nnc1SCC(=O)c1ccccc1

(continued)
APE1 inh | Pol kappa inh | G9a block | BLM inh | Pol iota inh | POLB inh | Pol eta inh | BAZ2B inh | Anesthetic bind | SMILES
5% | -4% | 32µM* | -1% | 26% | 2% | 5% | -37% | -3% | Cn1c(=O)c(=O)n(C)c2cc(N3CCCCC3)c(NS(=O)(=O)c3ccc([N+](=O)[O-])cc3)cc21
/ | 11% | -3%[59 µM] | -3% | 37%[activator] | -5% | 0% | -32% | -3% | CC(C)c1ccc(NC(=O)CCCc2nc(-c3ccc(Cl)cc3)no2)cc1
22% | -12% | 0% | -10% | -27% | 10% | -19% | -14% | -1% | Cc1ccc(CNS(=O)(=O)NCc2ccc(Cl)cc2)cc1
-1% | -14% | 26%[59 µM] | 3% | 6% | 9% | 1% | 6% | -5% | CCCC(=O)C1=C(O)C(C(=O)OC)C(C)(C)CC1=NC(C)C (configuration not stated)
1% | -2% | / | -2% | 59%[activator] | 10% | -12% | -8% | -12% | C=CCN(CC=C)C(=O)c1ccc(OC2CCN(Cc3ccccn3)CC2)cc1
1% | -7% | 11%[59 µM] | 4% | i | -27% | -16% | -5% | 9% | Nc1nccnc1C(=O)OCC(=O)Nc1cccc(S(=O)(=O)N2CCCCC2)c1
9% | -4% | / | -9% | 46%[activator] | 10% | 0% | -4% | -1% | CC(=O)N/N=C/c1cc(C(C)C)cc(/C=N/NC(C)=O)c1O
6% | -1% | -2%[12.7 µM] | / | -17% | / | 7% | -7% | / | O=C(O)c1cn(Cc2ccccc2)c2ccc(Cl)cc2c1=O
-1% | 0% | -32% | 4% | 103%[activator] | -13% | -8% | -4% | -6% | COc1ccc(C(=O)NCc2nnc(SCC(=O)Nc3ccccc3OC)n2C)cc1
19% | -7% | -6% | -9% | -1% | 11% | -4% | 33% | -6% | CCOC(=O)CCc1c(C)nc2c(c(C)nn2-c2ccccc2)c1C
0% | -12% | 18%[2.33 µM] | 2% | 9% | 12% | -2% | 3% | -4% | Cc1ccc(-c2nnn(CCC(=O)N3CCCCC3C)n2)cc1 (configuration not stated)
25% | 7% | 29% | 1% | -6% | -1% | -15% | -18% | -3% | CCOC(=O)c1c(S(=O)(=O)Nc2ccc(C)cn2)c(C)n(C)c1C
-1% | -20% | -7% | -5% | 144%[activator] | 3% | 1% | / | -3% | O=c1c2sc3nc(N4CCOCC4)c4c(c3c2ncn1-c1ccccc1)CCCC4
-5% | -9% | ? | -1% | ? | 9% | 9% | 63%[activator] | 3% | Cc1ccc(C2C(C(=O)c3cccs3)=C(O)C(=O)N2CCN2CCOCC2)o1 (configuration not stated)
/ | 0% | 0%[59 µM] | -9% | -6% | -16% | -11% | -5% | 0% | O=S1(=O)c2ccccc2N(Cc2ccc(F)cc2)c2ccccc21

Structures above that bear a hit mark in POLB inh:
APE1 inh | Pol kappa inh | G9a block | BLM inh | Pol iota inh | POLB inh | Pol eta inh | BAZ2B inh | Anesthetic bind | SMILES
3% | -13% | ? | -6% | -10% | 71µM* | -21% | -8% | 2% | COc1cc(C(=O)/C=C/Nc2ccc(NC(C)=O)cc2)cc(OC)c1OC

Next records:
APE1 inh | Pol kappa inh | G9a block | BLM inh | Pol iota inh | POLB inh | Pol eta inh | BAZ2B inh | Anesthetic bind | SMILES
3% | -1% | 9%[59 µM] | -1% | 15% | 9% | -5% | 8% | 4% | Cc1ccc(C(=O)Nc2nnc(C)s2)o1
33% | 5% | ? | / | 67%[activator] | / | -13% | 0% | / | CCCCn1c(N)c(N(CC(C)C)C(=O)CSc2nnc(-c3ccc(Cl)cc3)o2)c(=O)[nH]c1=O
-10% | -5% | -2% | / | -6% | / | -15% | -3% | / | Nc1ccc(C(=O)OCC(=O)NC(=O)c2ccccc2)cc1[N+](=O)[O-]
3% | -5% | 10µM* | -1% | 43%[activator] | 7% | -22% | 25µM* | -21% | COc1cc(CNc2ccc(N3CCCC3)cc2)ccc1OCc1ccccc1F
2% | -16% | / | 0% | 28% | 1% | -1% | -4% | -2% | CN(C(=O)COC(=O)Cn1c(C(F)(F)F)nc2ccccc21)c1c(N)n(Cc2ccccc2)c(=O)[nH]c1=O
-5% | -11% | ? | -2% | -11% | -18% | -7% | -7% | -9% | COc1cccc2sc(NC(=O)c3ccc(S(=O)(=O)N4CCOCC4)cc3)nc12
2% | -1% | -4% | 1% | 3% | 14% | -7% | 10% | -12% | COc1ccc(S(=O)(=O)N(CC(=O)O)Cc2ccccc2)cc1OC

Screens: PubChem, National Center for Advancing Translational Sciences (NCATS)
